Assay outcomes: PubChem BioAssay, Broad Institute
E-sel inducer: E-selectin induction on HUVECs | activation, % at 7.58 µM | P16581 | HUVEC E-selectin immunofluorescence imaging; normalized: neutral wells 0, TNF-alpha wells 100 | 260,000 tested, 0.37% active;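 active = mean E-selectin-positive cell signal at least 10% of the positive control, reached in at least 60% of replicates, without over 20% cell loss; inconclusive = no rule given, readout overlaps actives, possibly toxicity-flagged; inactive = the rest, including those meeting only one limit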;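 note: in these data hits start at about 27%; measured in HUVEC primary endothelial cells; signal is the percent of cells scored E-selectin positive by PE staining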
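Material: HUVEC primary endothelial cells; Amount: 3,000 cells per well; Dosing: single concentration; Medium: EGM-2 growth medium on 0.1% gelatin-coated wells; Read-out basis: percent E-selectin-positive cells; Signal: immunofluorescence imaging; Control set: TNF-alpha, DMSO.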
RAD52 inh: RAD52 (human) annealing inhibition | P43351 | recombinant RAD52 DNA annealing, FRET fluorescence | inhibition, % at 18.7 µM | 360,000 tested, 0.46% active;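 active = every replicate showing at least 50% inhibition; inconclusive = mean inhibition at least 50% but not in every replicate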
EWS-Fli block: blocks EWS/Fli oncoprotein-driven transcription. A673 NR0B1-luciferase reporter, viability-normalised. inhibition, % at 12.6 µM. 350,000 tested, 0.67% active;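 active = mean inhibition of at least 50% after viability correction, with every replicate also passing that limit; inconclusive = mean reaches 50% but only one of two replicates passes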;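 note: firefly luciferase signal divided by Alamar Blue viability fluorescence both relative to DMSO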
S100A4 MyoIIA: blocks human S100A4 binding to myosin IIA peptide. P26447. S100A4/TAMRA-MyoIIA peptide fluorescence polarization. inhibition, % at 10.7 µM. 360,000 tested, 0.14% active. AID 652163;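 active = mean inhibition of at least 70% across replicates, with every replicate also reaching that level; inconclusive = mean inhibition reaches 70% but some replicates fall short; inactive = mean inhibition below 70%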
Target sequence (P26447 whole entry, looked up): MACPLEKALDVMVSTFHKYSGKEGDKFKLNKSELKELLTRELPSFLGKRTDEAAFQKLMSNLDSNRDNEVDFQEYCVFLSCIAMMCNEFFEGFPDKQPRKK
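Test system – S100A4 monomer (human) · Compound – single-point compound testing · Schedule – 5 min incubation before reading · Probe or stimulus – TAMRA-labelled myosin IIA heavy-chain peptide probe, 5 nM · Benchmarks – neutral control DMSO, positive control TFP · Medium – Calcium-containing HEPES buffer, pH 7.2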
RAD54 inh: inhibitors of human RAD54 branch migration. Q92698. RAD54 Holliday junction branch migration, FAM/BHQ fluorescence. inhibition, % at 10.4 µM. 360,000 tested, 0.14% active;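 active = mean normalized replicate activity at least 40 and at least half of replicates scoring 40 or more; inconclusive = only one of the two criteria met; inactive = mean below 40 and under half of replicates reaching 40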;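 note: 0% = median of neutral control wells and 100% = median of positive control wells; inhibitors cause a drop in the FAM fluorescence signal; in these data hits start at about 50%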
Target sequence (Q92698 whole entry, looked up): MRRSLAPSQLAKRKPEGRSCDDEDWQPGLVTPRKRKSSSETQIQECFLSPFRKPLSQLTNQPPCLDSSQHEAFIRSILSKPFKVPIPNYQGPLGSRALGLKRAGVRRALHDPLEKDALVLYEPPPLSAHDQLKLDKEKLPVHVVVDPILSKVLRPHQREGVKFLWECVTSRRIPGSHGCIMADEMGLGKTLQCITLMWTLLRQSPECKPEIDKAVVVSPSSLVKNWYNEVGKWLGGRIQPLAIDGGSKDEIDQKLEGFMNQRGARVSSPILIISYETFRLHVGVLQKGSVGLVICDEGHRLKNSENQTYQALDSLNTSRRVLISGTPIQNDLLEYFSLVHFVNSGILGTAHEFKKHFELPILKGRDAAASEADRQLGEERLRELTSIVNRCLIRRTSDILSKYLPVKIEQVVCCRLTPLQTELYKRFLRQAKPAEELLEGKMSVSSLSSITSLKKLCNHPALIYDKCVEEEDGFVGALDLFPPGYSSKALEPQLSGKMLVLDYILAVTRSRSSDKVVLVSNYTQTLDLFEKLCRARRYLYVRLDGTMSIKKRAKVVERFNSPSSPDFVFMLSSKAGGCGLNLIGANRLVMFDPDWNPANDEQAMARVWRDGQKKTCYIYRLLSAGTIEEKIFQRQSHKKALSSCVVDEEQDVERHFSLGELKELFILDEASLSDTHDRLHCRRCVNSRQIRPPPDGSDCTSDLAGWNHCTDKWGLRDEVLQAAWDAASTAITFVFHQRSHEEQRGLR
esBAF inh: inhibitors of esBAF chromatin remodeling in mouse ES cells; Bmi1-luciferase knock-in reporter, 24 h; 100% = twice the neutral-well signal; reporter increase, % at 12.5 µM; 350,000 tested, 2% active; in the data active = activation above about 40%; inconclusive = no clear call, values can overlap the other calls;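 note: 0% = median of the plate's neutral control wells and 100% = double that signal; a rise in the Bmi1 reporter signal indicates esBAF inhibition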
FN deposit inh: fibronectin deposition inhibition; AH1F fibroblasts, Alexa488-fibronectin deposition fluorescence, overnight; inhibition, % at 12.6 µM; 350,000 tested, 0.086% active;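 active = mean inhibition across replicates of 30% or more, regardless of how many single replicates reach that level; inconclusive = mean under 30% yet at least half of replicates reach 30%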;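 note: positive control wells lacked labelled fibronectin entirely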
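Assay system: AH1F fibroblast monolayer, labelled fibronectin deposition. Amount: 10000 cells per well. Also added: labelled fibronectin 24 nM. Compound: single-point pinned compound. Incubation: cell attachment 1 h, compound and FN exposure overnight. Detection: fluorescence after three HBSS washes, excitation 485 nm, emission 525 nm. Read-out: inhibition of fibronectin deposition signal.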
XiGFP reactiv: reactivates the inactive X chromosome in mouse fibroblasts. AID 743238. activation, % at 7.58 µM. 360,000 tested, 0.055% active. XiGFP mouse fibroblasts, % GFP-positive cells imaging, 3 d; cells co-treated with 5-aza-dC sensitizer; scaled so ellipticine positive control = 100%;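 active = mean normalized replicate activation at least 10% and every replicate at or above 10%; inconclusive = only one of the two criteria met; inactive = mean below 10% and not all replicates reach 10%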;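 note: 0% = median of on-plate neutral control wells and 100% = ellipticine 6 µM median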
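System: 68-5-11 XiGFP fibroblast line; Timing: 3 days compound exposure; Compound dosing: one concentration, pinned; Benchmarks: positive control ellipticine, 6 µM final; Buffer or medium: DMEM containing 5-aza-dC.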
Numbers without * were called inactive; ? = inconclusive; / = no result given.

The line under a structure holds: E-sel inducer, RAD52 inh, EWS-Fli block, S100A4 MyoIIA, RAD54 inh, esBAF inh, FN deposit inh, XiGFP reactiv
> O=C(O)CC(CC(=O)Nc1ccc(-n2ccc(C(F)(F)F)n2)cc1)c1ccccc1 (configuration not stated)
  -0.1, -7.3, 5.0, -1.2, 7.3, 5.8, 8.9, 0.0
> CC(C)(C)OC(=O)C[C@@H]1C/C=C\C[C@H](CC(=O)NCCO)C(=O)N[C@H](Cc2ccccc2)COC1=O
  0.6, -0.5, -3.6, -0.7, -1.8, 4.9, -3.5, 0.1
> O=C(C1CCC1)N1CC(=O)N2[C@@H](CO)[C@H](c3ccc(C#CCc4ccccc4)cc3)[C@@H]2C1
  0.0, 1.8, -3.0, -8.9, /, /, 2.9, -0.1
> COc1cc(Cl)c(CC(=O)c2c[nH]c3ccccc23)cc1OC
  -0.1, 1.8, -2.8, -2.5, 3.8, 6.4, -6.7, 0.0
> COc1ccc(C#Cc2ccc([C@H]3[C@@H](CO)N4CCCCN(C(=O)Nc5ccccc5)C[C@@H]34)cc2)cc1
  0.1, -3.9, 14.0, 1.9, 1.8, /, /, 0.0
> COCCn1c(SCC(=O)NCC2CCCO2)nc2c([nH]c3ccccc32)c1=O (configuration not stated)
  0.2, -14.6, 11.8, 0.8, -13.8, /, 3.9, 0.2
> C#CCOCCOCCOCCNc1nc(N2CCN(C(=O)[C@H](CCC(=O)O)n3cc([C@@H](N)CC(N)=O)nn3)CC2)nc(N2CCN(C(=O)[C@H](CCC(=O)O)n3cc([C@@H](N)CC(N)=O)nn3)CC2)n1
  -0.4, -9.3, -1.0, 2.1, -4.5, -2.8, 4.8, 0.0
> CCN(c1ccccc1C(=O)O)S(=O)(=O)c1ccc2[nH]c(=O)[nH]c2c1
  1.0, -16.5, -6.5, -2.0, -14.0, 1.1, 4.0, 0.0
> COc1cccc(S(=O)(=O)Nc2ccc3c(c2)OC[C@H](C)N(Cc2ccccc2F)C[C@@H](C)[C@@H](OC)CN(C)C3=O)c1
  -0.2, /, 2.7, /, /, 18.9, -2.8, 0.5
> CCCn1c(N)c(C(=O)CSc2nc(C3CC3)n(-c3ccccc3)n2)c(=O)[nH]c1=O
  /, 1.6, -0.7, -1.5, -5.5, 0.2, 1.7, 0.3
> C[C@H]1CN([C@@H](C)CO)C(=O)c2cc(NC(=O)C3CCCCC3)ccc2O[C@@H]1CN(C)C(=O)NC1CCCCC1
  -0.1, 8.7, /, 4.6, 2.9, 4.6, -2.2, -0.6
> O=C(Nc1nnc([C@H]2C[C@H](O)[C@@H](CO)O2)s1)c1ccccc1F
  0.1, 2.9, 0.9, 3.7, -18.0, 3.2, -0.5, 0.0
> OC(CN1CCN(c2ccccc2Cl)CC1)c1ccccc1 (configuration not stated)
  /, -8.8, -4.2, -4.7, -6.2, 5.1, -1.0, 0.0
> COc1ccc(CCNS(=O)(=O)CCNC(=O)c2ccc(OC)cc2)cc1
  -0.1, -5.7, -1.8, 0.1, 5.2, -0.4, -10.5, 0.0
> CS(=O)(=O)N1N=C(c2ccco2)CC1c1ccccc1Cl (configuration not stated)
  /, -24.3, -6.6, -1.2, /, -2.7, 5.8, 0.0
> CCOC(=O)C1(Cc2ccccc2C)CCCN(C(=O)CSC)C1 (configuration not stated)
  /, -4.9, -2.8, 2.6, 1.1, 0.8, -2.6, ?
> O=C(CCN1CCN(c2ccccc2)CC1)c1ccc(Cl)cc1
  /, 1.6, 3.5, -1.6, 11.7, 13.1, -0.9, 0.0
> CC(C)(C)c1ccc(OCCn2nc(C(=O)O)c3ccccc3c2=O)cc1
  0.1, 1.9, -22.7, 0.1, 2.4, 0.2, -4.1, 0.2
> Cn1cccc1C1CCCN1CC(=O)Nc1c(Cl)cc(Cl)cc1Cl (configuration not stated)
  -1.2, -125.4, 4.8, -6.7, -1.8, /, -1.4, 0.0
> Cc1noc(C)c1S(=O)(=O)Nc1ccc2c(c1)C(=O)N([C@@H](C)CO)C[C@H](C)[C@H](CN(C)S(=O)(=O)c1c(C)noc1C)O2
  -0.2, /, 2.8, /, /, -4.4, /, -0.2
> O=C(CSc1nc2ccccc2s1)NCCOc1ccccc1
  /, -3.8, -32.4, -0.8, 3.0, /, 13.5, -0.1
> CCC(=O)Nc1ccc2c(c1)OC[C@@H](C)N(CCc1ccccc1)C[C@H](C)[C@H](OC)CN(C)C2=O
  -0.1, -1.6, -5.1, 8.9, /, /, -10.3, 0.0
> CCCN(C)C[C@H]1Oc2cc(C#C[C@H](C)O)ccc2S(=O)(=O)N([C@@H](C)CO)C[C@H]1C
  -0.2, -1.2, 4.5, 21.3, 7.6, -5.1, /, -0.6
> Cc1cccc(-c2noc(CNC(=O)c3ccco3)n2)c1
  1.4, -10.5, -18.3, 1.1, -1.3, -3.5, 3.3, 0.1
> COc1ccc(NC(=S)Nc2cccc(C(C)=O)c2)cc1OC
  3.0, -7.1, -0.9, -5.4, /, /, 0.3, 0.0
> CC(C)(C)C(=O)NC(=S)Nc1ccccc1C(=O)NC1CCCCC1
  0.0, -6.3, 2.9, 7.9, /, -3.0, 0.5, -0.1
> Fc1ccc(-n2ncc3c(SCc4cccnc4)ncnc32)cc1
  -4.6, -9.3, -52.2, -3.9, /, /, 0.3, 0.0
> COC(=O)C1=C(CS(=O)(=O)c2cc(OC)ccc2OC)NC(=O)NC1c1ccc(O)c(OC)c1 (configuration not stated)
  0.3, -5.5, /, -2.3, -0.1, -3.1, -1.2, 0.2
> Cc1ccc(CN2CCSc3ccc(C(=O)NCc4ccco4)cc32)cc1
  /, -25.7, 17.3, 0.4, -2.2, -11.2, -10.3, 0.0
> COc1cc(SC)ccc1C(=O)N1CCN(c2ccccc2OC)CC1
  /, -13.1, ?, 1.1, 5.6, 4.0, 1.7, 0.0
> CO[C@@H]1CN(C)C(=O)c2cc(NC(=O)NC(C)C)ccc2OC[C@@H](C)N(Cc2ccccn2)C[C@H]1C
  0.1, -0.8, -1.7, 6.5, 4.0, -1.6, 0.5, 0.1
> CC1CN(C2CCCCC2)C(=O)NC1=O (configuration not stated)
  -0.4, -17.1, -4.2, -4.6, 9.9, 1.8, /, 0.3
> CC(C)CNC(=S)N1CCC(NC(=O)c2ccco2)CC1
  /, -16.2, 5.8, 0.4, /, /, 5.0, 0.0
> C[C@@H]1CN([C@H](C)CO)C(=O)CCCn2nncc2CO[C@H]1CN(C)C(=O)Nc1ccc(C(F)(F)F)cc1
  0.3, -1.4, 4.6, 3.4, -2.7, -1.8, 1.2, -0.5
> C=CC[C@@H](CC(=O)N(CCO)Cc1ccccc1)C(=O)NCCOC(=O)[C@H](CC=C)CC(=O)OC(C)(C)C
  0.0, 4.8, 10.9, 2.9, -3.1, -1.8, 1.6, 0.1
> Cc1noc(C)c1NC(=O)N(C)C[C@@H]1Oc2ccc(NC(=O)c3ccncc3)cc2C(=O)N([C@@H](C)CO)C[C@H]1C
  5.7, 3.5, -10.5, 8.5, 9.4, 5.1, /, -0.1
> NC(Cc1c[nH]c2ccccc12)C(=O)Nc1ccccc1 (configuration not stated)
  /, -57.3, -9.3, -4.4, -0.9, 1.4, /, /
> CC(C)NCC(O)COc1ccc2c(c1)CCC2 (configuration not stated)
  /, /, /, /, -4.9, 0.1, -6.6, 0.0
> C[C@@H]1CN([C@@H](C)CO)S(=O)(=O)c2ccc(-c3ccccc3)cc2O[C@H]1CN(C)Cc1ccccc1C(=O)O
  -0.3, 1.8, 1.9, 5.0, 1.6, -5.6, -3.8, -1.2
> C[C@H](CO)N1C[C@H](C)[C@H](CN(C)S(=O)(=O)c2ccc(F)cc2)Oc2ncc(-c3ccccc3)cc2C1=O
  -0.1, /, 8.7, /, /, /, -7.2, -1.2
> COc1ccc(CCNC(=O)C2CCN(C(=O)c3ccc(Cl)cc3)CC2)cc1OC
  /, -4.7, 8.0, -3.7, 6.9, 4.5, 3.4, 0.0
> CCN1CCN(c2nc3c(c(=O)[nH]c(=O)n3C)n2CCSc2nc3ccccc3s2)CC1
  1.9, -8.6, 5.1, -9.1, -0.8, -0.6, -1.6, -0.1
> CCOC(=O)c1sc2nc(C)nc(NCCc3ccccn3)c2c1C
  /, -26.2, 9.9, -6.9, /, /, -6.5, 0.0
> CCCC(=O)Nc1ccc2c(c1)OC[C@@H](C)N(Cc1ccc(F)cc1)C[C@@H](C)[C@@H](OC)CN(C)C2=O
  0.0, 4.1, -7.4, 9.5, -5.9, 3.0, -22.2, 0.2
> O=C1c2ccccc2C(c2nnnn2-c2ccc3ccccc3c2)N1C1CC1 (configuration not stated)
  0.5, -9.2, 3.6, 0.2, /, /, -2.6, 0.1
> C[C@H](NC(=O)[C@@H]1CCC(=O)N1Cc1ccco1)c1ccccc1
  0.4, -13.6, -3.0, 0.7, /, /, 1.2, 0.4
> Cc1ccc(C)c(S(=O)(=O)c2c(C)cc(C)nc2Cl)c1
  3.2, -9.6, -18.0, -4.9, 2.6, 2.4, -1.6, 0.1
> Cc1ccccc1S(=O)(=O)NCC[C@@H]1CC[C@@H](NC(=O)C2CCC2)[C@@H](CO)O1
  0.6, 15.7, -6.0, 2.5, -4.0, -0.3, /, -0.6
> COc1ccc(Nc2ncnc3sc(-c4ccccc4)cc23)c(OC)c1
  0.1, -11.9, 0.0, 7.4, /, /, -8.8, 0.9
> COc1ccc(CNCCC(c2ccc(OC)cc2)c2ccccc2OC)cc1 (configuration not stated)
  0.1, -29.3, 41.9, 1.6, 1.7, -14.7, 5.6, 0.1
> CC1CN(Cc2cc(=O)oc3cc(O)c(Cl)cc23)CC(C)O1 (configuration not stated)
  /, -6.4, -5.3, -0.3, 0.5, -3.2, 4.3, 0.1
> CCCn1nc(NC(=O)CC)c2cc3cccc(C)c3nc21
  -0.1, 0.0, 9.8, -1.2, /, -6.2, 5.6, 0.0
> COC(=O)c1cc(NC(=O)CN2CCC(C(N)=O)(N3CCCCC3)CC2)cc(C(=O)OC)c1
  /, 4.0, -1.6, -4.4, -1.8, -3.8, /, /
> COc1ccc2c3c(n(C)c2c1)[C@@H](CO)N(C(=O)c1ccc(F)cc1)CC31CCN(C(=O)c2ccc(F)cc2)CC1
  -0.5, -23.6, 11.2, /, /, /, /, 0.3
> CN1[C@@H]2c3ccc(C4=CCCCC4)c(=O)n3C[C@H]1[C@H](CO)[C@H]2C(=O)NCc1ccc(F)cc1
  -0.4, -0.1, 8.4, 4.4, 1.9, 1.3, /, 0.2

Fetched by structure from the entries so far (2):
The line under a structure holds: E-sel inducer, RAD52 inh, EWS-Fli block, S100A4 MyoIIA, RAD54 inh, esBAF inh, FN deposit inh, XiGFP reactiv
> CC1CN(C2CCCCC2)C(=O)NC1=O (configuration not stated)
  -0.4, -17.1, -4.2, -4.6, 9.9, 1.8, /, 0.3
> Cc1ccccc1S(=O)(=O)NCC[C@@H]1CC[C@@H](NC(=O)C2CCC2)[C@@H](CO)O1
  0.6, 15.7, -6.0, 2.5, -4.0, -0.3, /, -0.6
